MazF activator = activators of E. coli MazEF toxin-antitoxin RNase | AID 504720 | FAM/BHQ RNA-DNA oligo cleavage fluorescence, 5 h | P0AE70 | activation, % at 20 µM | 0.32% of 350,000 active; in the data active means activation above about 50%
Target sequence (P0AE70 whole entry, looked up): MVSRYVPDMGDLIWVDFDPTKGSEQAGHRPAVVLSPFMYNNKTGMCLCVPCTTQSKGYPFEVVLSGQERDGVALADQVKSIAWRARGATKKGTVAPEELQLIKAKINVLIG
BoNT F protease = BoNT F light chain protease inhibition. Multiplex microsphere protease cleavage assay, flow cytometry. inhibition, % at 10 µM. 0.22% of 360,000 active. AID 588497; in the data active means inhibition above about 35%, passing the limit was not always enough; inconclusive means no clear call, values can overlap the other calls; further: plate controls were buffer without enzyme for full effect and enzyme alone for no effect
BoNT-A LC inh2 = BoNT A light chain protease inhibition; multiplex microsphere protease substrate cleavage, flow cytometry; inhibition, % at 10 µM; 0.17% of 360,000 active; further: plate controls were buffer without enzyme for full effect and enzyme alone for no effect
Anthrax LF prot = anthrax lethal factor protease inhibition; P15917; multiplex microsphere protease cleavage assay, LF; inhibition, % at 10 µM; 0.12% of 360,000 active; AID 588501; further: plate controls were buffer without enzyme for full effect and enzyme alone for no effect
VHR inh abs = DUSP3 (human) phosphatase inhibition; P51452; recombinant VHR phosphatase, pNPP absorbance; inhibition, % at 13.3 µM; 0.52% of 290,000 active; in the data active means inhibition above about 50%; further: some compounds called inactive have numbers as strong as hits
Target sequence (P51452 whole entry, looked up): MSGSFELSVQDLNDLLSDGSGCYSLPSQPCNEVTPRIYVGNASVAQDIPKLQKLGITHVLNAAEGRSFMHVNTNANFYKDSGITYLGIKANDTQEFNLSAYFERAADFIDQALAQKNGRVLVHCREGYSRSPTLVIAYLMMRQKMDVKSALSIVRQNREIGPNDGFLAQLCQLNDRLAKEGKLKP
PrPC TRFRET = inhibitors of human cell surface prion protein PrPC | P04156 | TR-FRET read-out | inhibition, % at 13.8 µM | 0.43% of 370,000 active; in the data active means inhibition above about 24%; further: 0% = median of the test wells and 100% = reference compound wells
PriA SSB inh = K. pneumoniae PriA-SSBct interaction inhibition; AID 1272365; AlphaScreen SSBct-PriA binding, biotinylated peptide; inhibition, % at 33 µM; 0.6% of 430,000 active; in the data active means inhibition mostly above about 37%, no sharp cut-off; inactive means mostly below about 20%;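 further: plate controls were negative control peptide for no effect and reference peptide for full effect; strong numbers were not always called active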
CCHF vOTU inh = blocks the CCHF virus ovarian tumor domain protease; inhibition, % at 11.5 µM; 0.55% of 370,000 active; CCHFV vOTU protease, Pep-AMC fluorescence; in the data active means inhibition above about 30%; further: 0% = vehicle wells with enzyme and 100% = no enzyme wells
3CLpro inhibitor = SARS-CoV 3CLpro protease inhibition | P0C6X7 | inhibition, % at 6 µM | AID 1706 | recombinant SARS-CoV 3CLpro, quenched FRET peptide cleavage | 0.14% of 290,000 active; in the data active means inhibition above about 12%
Rv3671c inh = inhibitors of M. tuberculosis serine protease Rv3671c; P9WHR9; inhibition, % at 5.96 µM; 0.048% of 320,000 active; in the data active means inhibition above about 38%;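 further: extracellular domain of Rv3671c used as enzyme; 0% = enzyme with DMSO and 100% = no enzyme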
Target sequence (P9WHR9 whole entry, looked up, the tested form may be a part): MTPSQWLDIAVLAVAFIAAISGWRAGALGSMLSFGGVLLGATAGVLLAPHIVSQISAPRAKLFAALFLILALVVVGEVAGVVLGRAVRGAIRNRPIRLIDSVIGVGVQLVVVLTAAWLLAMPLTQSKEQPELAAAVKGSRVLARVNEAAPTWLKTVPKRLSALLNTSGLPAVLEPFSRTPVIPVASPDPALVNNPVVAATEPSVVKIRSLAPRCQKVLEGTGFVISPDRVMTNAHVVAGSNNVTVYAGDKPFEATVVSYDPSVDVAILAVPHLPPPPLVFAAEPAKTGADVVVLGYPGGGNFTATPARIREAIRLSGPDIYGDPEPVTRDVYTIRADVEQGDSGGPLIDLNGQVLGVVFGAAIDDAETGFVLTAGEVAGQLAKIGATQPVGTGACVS
* marks the source's active call; other numbers are inactive results; ? = inconclusive; . = not tested or not shown. Unless noted, no stated cut-off is given here; in the data, active means inhibition above about 30%; inconclusive means no clear call, values can overlap the other calls; inactive means below that. Only part of the results is shown; rates above refer to the full screens.

SMILES	MazF activator	BoNT F protease	BoNT-A LC inh2	Anthrax LF prot	VHR inh abs	PrPC TRFRET	PriA SSB inh	CCHF vOTU inh	3CLpro inhibitor	Rv3671c inh
Cc1cccc(NS(=O)(=O)c2cn(C)c(=O)n(C)c2=O)c1C	0	-2	-1.1	0	33	4	-6	-6	2	5
COc1ccc(CNC(=S)N/N=C/c2ccc(O)c(OC)c2)cc1	5	-1	-1.0	-4	-13	8	.	24	5	11
CCc1ccccc1S(=O)(=O)Cc1ccc(C(=O)NCc2cccs2)o1	-4	-4	0.3	0	19	-2	4	-26	4	-7
CCN(CCCNC(=O)CNC(=O)c1nn(-c2ccc(OC)c(OC)c2)c(=O)c2ccccc12)c1ccccc1	7	-18	-5.2	1	15	3	3	2	3	3
C/C(CC(=O)Nc1ccc(Cl)cc1Cl)=N\NC(=O)c1ccco1	-8	3	1.4	-2	-10	-5	.	-2	0	-6
COC(=O)/C=C\C(C#N)(C#N)N=Cc1ccc(OC)cc1	-1	3	0.5	-3	.	5	-11	-10	.	.
Cc1cc(C(C)(C)C)oc1C(=O)OCC(=O)NC1CCCCC1	8	-4	0.4	-1	18	5	-3	-1	0	-3
CN1CCC[C@@H]1CCNC(=O)c1cccc2c1C(=O)c1ccc(N3CCCC3)cc1S2(=O)=O	-75	-15	-1.5	1	.	-27	-7	18	.	-10
CCc1ccccc1NS(=O)(=O)c1cc2c(cc1C)n(C)c(=O)c(=O)n2C	11	-3	-0.8	-3	13	-2	-12	0	3	2
Cc1ccc(NCC(=O)N/N=C\c2cccc(O)c2)cc1	4	6	-0.5	-1	-3	9	.	9	-3	2
CC(=O)NC1CCC(OC(=O)Nc2ccccc2)CC1 (configuration not stated)	13	-2	-0.1	-7	.	3	-8	4	.	.
COc1ccccc1NC(=O)CCCCC(=O)Nc1ccccc1OC	-27	15	-1.6	-19	-2	2	-10	-5	-1	5
COc1ccc(CN2CCNC(=O)C2CC(=O)NC2CCOCC2)cc1C (configuration not stated)	4	-7	0.7	-1	33	3	-5	4	-2	.
Cc1ccc(NC(=O)CN2C(=O)NC(C)(C3CC3)C2=O)cc1S(=O)(=O)N1CCCCC1 (configuration not stated)	1	-2	-0.6	-7	.	-2	-11	15	.	-8
O=C(Nc1ccc(-c2nnn(CC(=O)N3CCN(C(=O)c4ccco4)CC3)n2)cc1)c1ccc(F)cc1	9	-1	-0.7	-5	23	1	2	-4	2	-13
CCOC(=O)c1ccccc1NC(=O)c1cccs1	-1	-5	-2.3	-6	25	-3	-17	6	4	4
Cc1ccccc1NC(=O)C1C2CCCC1C2c1ccccc1 (configuration not stated)	2	16	-0.3	1	-7	2	-5	-3	6	5
CC(C)C[C@H]1CN([C@@H](Cc2ccccc2)CN2CCC[C@@H]2CN2C(=O)C(=O)NC[C@@H]2Cc2ccc(O)cc2)C(=O)C(=O)N1CCc1ccccc1	.	2	0.0	-5	.	8	.	3	.	.
CC(C)c1ccc(S(=O)(=O)N2CCN(C(=O)c3cccc(F)c3)CC2)cc1	-1	-2	-0.4	-3	13	1	-17	11	-5	3
c1ccc(CSc2ncnc3c2cnn3Cc2ccccc2)cc1	-9	-10	0.5	-17	-6	4	-22	6	0	0
ON1C2CCCCC2N(O)C1c1c(F)c(F)c(F)c(F)c1F (configuration not stated)	11	-2	1.9	-3	-8	8	-4	10	1	-6
Cc1csc(NC(=O)CSc2nnc(-c3ccccn3)n2-c2ccc(C)c(C)c2)n1	15	5	0.1	-1	19	-4	-12	10	-6	4
CN1CCN(C(=S)SCC(=O)Nc2ccc(Cl)cc2C(=O)c2ccccc2)CC1	3	-11	-0.8	-4	14	-12	31	7	-2	-6
CCC(c1nnnn1CCOC)N1CCN(c2nc3ccccc3s2)CC1 (configuration not stated)	4	2	0.1	-4	4	-3	-2	1	-3	1
Cc1ccc2c(c1)c1c3n2CCN(C(=O)Cn2c(-c4ccccc4)noc2=O)C3CCC1 (configuration not stated)	-5	-3	-1.1	0	-4	-3	2	-2	0	-2
Cc1ccc(N2C(=O)C(Cl)=C(NCc3ccccc3)C2=O)c(C)c1	-2	?	1.9	5	18	-7	-61	21	1	-11
CSCCC(NS(=O)(=O)c1ccc(C)cc1)C(=O)NCCc1c[nH]c2ccccc12 (configuration not stated)	6	0	1.0	0	6	.	0	.	-2	1
CN1CC(=O)N2[C@H](c3ccc4c(c3)OCO4)c3[nH]c4ccccc4c3C[C@@H]2C1=O	13	0	0.3	3	21	3	4	0	-2	-4
Cc1ccc(NC(=O)CCn2cccc2)cc1Cl	9	10	4.6	10	21	-6	9	3	3	-13
CCc1nnc(NS(=O)(=O)c2ccc(NC(=O)c3ccccc3O)cc2)s1	-1	-8	-4.2	2	11	9	-2	2	1	0
Cc1ccccc1-c1nc(CS(=O)(=O)CC(=O)NCc2ccco2)c(C)o1	0	-8	-2.7	-4	46	-6	1	10	0	-8
Cc1oc(-c2ccccc2F)nc1CS(=O)CC(=O)NCc1ccccc1 (configuration not stated)	7	-1	-0.7	0	-9	-2	-2	13	1	5
Cc1ccc(C23CC4CC(CC(C(=O)OCC(=O)N(C)C)(C4)C2)C3)cc1	1	-13	-2.6	8	24	7	-12	2	3	-9
CCCCNC(=O)C1(C)CCCCN1C(=O)c1c(Cl)cccc1Cl (configuration not stated)	.	-8	-0.4	-2	.	4	.	-1	.	.
CCN(CC(=O)NCc1ccc(Cl)cc1)C(=O)/C=C/c1ccco1	9	-9	-0.9	-7	10	5	-2	-15	0	5
COc1ccc2c(CC(=O)Nc3ccc4nc(N5CCOCC5)sc4c3)coc2c1	6	-4	1.0	-6	.	7	.	14	.	.
COc1ccc(-n2cccc2/C=C2/NC(=O)N(c3cccc(Cl)c3)C2=O)cc1	5	-6	-0.6	3	-2	0	9	-6	4	-6
COc1ccc(-n2c(C)c([N+](=O)[O-])c3ccc(O)c(CN(C)C)c32)cc1	8	-6	-0.6	-5	12	-26	8	18	3	4
COC(=O)c1scc(C)c1NC(=O)c1ccc(Cl)cc1	4	-8	-1.3	-8	3	.	-1	.	-1	4
N/C(=N\OC(=O)Oc1ccccc1)c1ccc([N+](=O)[O-])cc1	1	6	0.5	1	-10	-20	.	-8	-3	-9
CC(=O)Nc1ccccc1C(=O)C(=O)Nc1ccc(Cl)cc1	2	-10	-1.4	0	14	6	0	-3	1	3
CCCn1c(SCC(=O)NC2CCCC2)nnc1C(C)C	7	-10	-3.0	2	27	-2	-7	6	4	3
Cc1cc(C=C2C(=O)NC(=O)NC2=O)c(C)n1-c1cccnc1	2	3	0.0	-9	7	-1	-4	-6	4	-1
O=C1CSC(c2ccccc2[N+](=O)[O-])N1c1ccccc1 (configuration not stated)	9	-7	-1.3	-4	8	-6	5	-15	2	-7

In the list so far, 9 have a Cl atom:
SMILES	MazF activator	BoNT F protease	BoNT-A LC inh2	Anthrax LF prot	VHR inh abs	PrPC TRFRET	PriA SSB inh	CCHF vOTU inh	3CLpro inhibitor	Rv3671c inh
C/C(CC(=O)Nc1ccc(Cl)cc1Cl)=N\NC(=O)c1ccco1	-8	3	1.4	-2	-10	-5	.	-2	0	-6
CN1CCN(C(=S)SCC(=O)Nc2ccc(Cl)cc2C(=O)c2ccccc2)CC1	3	-11	-0.8	-4	14	-12	31	7	-2	-6
Cc1ccc(N2C(=O)C(Cl)=C(NCc3ccccc3)C2=O)c(C)c1	-2	?	1.9	5	18	-7	-61	21	1	-11
Cc1ccc(NC(=O)CCn2cccc2)cc1Cl	9	10	4.6	10	21	-6	9	3	3	-13
CCCCNC(=O)C1(C)CCCCN1C(=O)c1c(Cl)cccc1Cl (configuration not stated)	.	-8	-0.4	-2	.	4	.	-1	.	.
CCN(CC(=O)NCc1ccc(Cl)cc1)C(=O)/C=C/c1ccco1	9	-9	-0.9	-7	10	5	-2	-15	0	5
COc1ccc(-n2cccc2/C=C2/NC(=O)N(c3cccc(Cl)c3)C2=O)cc1	5	-6	-0.6	3	-2	0	9	-6	4	-6
COC(=O)c1scc(C)c1NC(=O)c1ccc(Cl)cc1	4	-8	-1.3	-8	3	.	-1	.	-1	4
CC(=O)Nc1ccccc1C(=O)C(=O)Nc1ccc(Cl)cc1	2	-10	-1.4	0	14	6	0	-3	1	3

High-throughput results deposited in PubChem BioAssay by several laboratories.
